Bioassay records deposited in PubChem BioAssay by several laboratories.
CHT allo act: human CHT allosteric activation. Q9GZV3. CHT-expressing cells, membrane potential dye, choline EC20; hits give high values; LV-AA mutant CHT in HEK293 cells. B-score at 10 µM. 310,000 tested, 0.49% active;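 active means initial fluorescence not abnormally high and integrated response B-score, plate-corrected, over 3 SD above library mean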
Target sequence (Q9GZV3 whole entry, looked up): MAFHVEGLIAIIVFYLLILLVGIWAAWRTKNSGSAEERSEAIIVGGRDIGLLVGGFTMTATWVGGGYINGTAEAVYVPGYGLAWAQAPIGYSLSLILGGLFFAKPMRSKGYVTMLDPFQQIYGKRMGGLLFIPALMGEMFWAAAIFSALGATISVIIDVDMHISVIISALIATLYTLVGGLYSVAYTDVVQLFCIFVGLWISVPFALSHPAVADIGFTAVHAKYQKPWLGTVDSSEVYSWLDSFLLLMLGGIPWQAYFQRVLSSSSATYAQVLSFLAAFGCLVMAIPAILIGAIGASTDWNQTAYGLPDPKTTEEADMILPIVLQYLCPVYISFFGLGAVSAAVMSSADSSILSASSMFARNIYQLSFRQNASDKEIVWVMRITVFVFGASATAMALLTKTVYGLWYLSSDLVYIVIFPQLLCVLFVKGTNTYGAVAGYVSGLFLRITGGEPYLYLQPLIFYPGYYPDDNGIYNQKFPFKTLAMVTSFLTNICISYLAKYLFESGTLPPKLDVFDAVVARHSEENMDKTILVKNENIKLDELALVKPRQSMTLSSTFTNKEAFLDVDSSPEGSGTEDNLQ
OX1R antagonist: antagonists of human orexin 1 receptor | AID 434989 | O43613 | 330,000 tested, 0.43% active | inhibition, % at 5 µM | CHO/OX1R cells, Fluo-8 calcium fluorescence, orexin A;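 active means inhibition above its plate's threshold, mean inhibition of all tested compounds on the plate plus 3 SD, cut at about 37% in these data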;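 further: 0% = orexin A challenge wells and 100% = SB-334867-A antagonist wells; not every result past the cut was called active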
Target sequence (O43613 whole entry, looked up): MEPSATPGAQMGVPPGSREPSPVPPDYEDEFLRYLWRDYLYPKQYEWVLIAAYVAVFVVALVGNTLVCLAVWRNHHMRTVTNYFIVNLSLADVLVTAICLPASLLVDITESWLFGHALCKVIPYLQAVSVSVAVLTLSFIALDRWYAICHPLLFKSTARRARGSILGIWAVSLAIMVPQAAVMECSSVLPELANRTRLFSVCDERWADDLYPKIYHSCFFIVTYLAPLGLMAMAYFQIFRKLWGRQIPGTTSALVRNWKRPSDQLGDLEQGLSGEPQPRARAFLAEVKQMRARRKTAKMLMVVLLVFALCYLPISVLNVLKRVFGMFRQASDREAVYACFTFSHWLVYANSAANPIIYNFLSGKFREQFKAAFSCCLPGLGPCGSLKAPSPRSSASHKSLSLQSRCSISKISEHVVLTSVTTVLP
Starred values were filed as active, the others as inactive; i = inactive; · = no result given.

SMILES | CHT allo act | OX1R antagonist
O=S(=O)(CCN1CCSCC1)c1ccccc1 | i | -3
CCCCn1c(N)c(N(CCOC)C(=O)COC(=O)c2cc(CC)c(C)s2)c(=O)[nH]c1=O | i | -14
COc1ccccc1NC(=O)C1=C(C)NC(=O)NC1c1cc(C)cs1 (configuration not stated) | i | -5
CCOc1cc(/C=C/c2cccc[n+]2C)ccc1OCC(=O)Nc1ccc(C)cc1 | i | -20
CCO[C@H]1OC(C(=O)N2CCCCCCC2)=C[C@@H](c2ccc(C(F)(F)F)cc2)[C@@H]1CCCO | i | -45
CN(c1ccccc1)S(=O)(=O)c1ccc(NC(=O)c2cccs2)cc1 | i | 14
COc1cc(NC(=O)CCc2nc(-c3cccs3)no2)cc(OC)c1OC | i | -8
CCN=C(NC#N)SCc1c(F)cccc1Cl | i | -2
Cc1ccc(N2C(=O)N(Cc3ccccc3C)c3ccccc3S2(=O)=O)cc1 | i | 7
OC(c1ccccc1)c1ccncc1 (configuration not stated) | i | -11
c1ccc2c(c1)ccc1nnc(SCc3ccc4c(c3)OCCO4)n12 | i | 10
CN(CC(=O)Nc1cccc(F)c1)CC(=O)Nc1ccccc1[N+](=O)[O-] | i | -1
CCN1C(=O)C(Cc2nc3ccccc3c(=O)n2-c2ccccc2)c2ccccc21 (configuration not stated) | i | -30
COc1ccc([N+](=O)[O-])cc1NS(=O)(=O)c1cc(C(=O)O)ccc1OC | i | -21
C=CCn1c(C)cc(C(=O)CSc2nc3ccccc3[nH]2)c1C | i | 46*
Cc1ccc(NC(=S)NC(=O)c2ccc(F)cc2)cc1S(=O)(=O)Nc1ccccc1Cl | i | 1
O=C(Nc1nc(-c2cc(F)ccc2F)cs1)C1=NN(c2ccccc2)C(=O)CC1 | i | -8
CN1CCc2c(sc3c2c(=O)n(-c2ccccc2)c2nnc(SCc4ccc(Cl)cc4)n32)C1 | i | -36
CCn1c(COc2ccc(Cl)cc2)nnc1SCC(=O)Nc1ccc2c(c1)OCO2 | i | -7
COc1ccc(S(=O)(=O)Nc2ccccc2C(=O)N2CCOCC2)cc1Br | i | ·
Nc1ccc(C#Cc2ccc3c(=O)c4ccccc4oc3c2)cc1 | i | 7
Cc1ccc(NNC(=O)Nc2ccc(Cl)cc2)nn1 | i | -12
CC(NC(=O)C(=O)NN=C1CCCCCC1)c1ccccc1 (configuration not stated) | i | -21
N#Cc1c(/N=C/c2cccnc2)sc2c1CCCC2 | i | -9
CC1(C)CC2CC(C)(CN2C(=O)COC(=O)c2cccnc2Cl)C1 (configuration not stated) | · | -8

Of the compounds above, these have an NH in an aromatic ring.
SMILES | CHT allo act | OX1R antagonist
CCCCn1c(N)c(N(CCOC)C(=O)COC(=O)c2cc(CC)c(C)s2)c(=O)[nH]c1=O | i | -14
C=CCn1c(C)cc(C(=O)CSc2nc3ccccc3[nH]2)c1C | i | 46*

Compounds shown so far that have a cyano group, in the order listed:
SMILES | CHT allo act | OX1R antagonist
CCN=C(NC#N)SCc1c(F)cccc1Cl | i | -2
N#Cc1c(/N=C/c2cccnc2)sc2c1CCCC2 | i | -9

Remaining list, next part:
SMILES | CHT allo act | OX1R antagonist
Cc1c(C(=O)N2CCc3ccccc32)cnn1C | i | -1
CCc1ccc(CCC(=O)Nc2ccc(Br)cc2)o1 | i | -27
COCc1cc(C)nc(OCC(=O)N/N=C/c2ccc(OC)c(O)c2)c1C#N | i | -11
CCOc1ccc(OCC)c(S(=O)(=O)NCc2ccccn2)c1 | i | -12
Cn1c(N)c(C(=O)COC(=O)/C=C/c2ccccc2F)c(=O)n(C)c1=O | · | 15
CCc1cc2c(SCc3ccc(C(=O)OC)o3)ncnc2s1 | i | -6
CS(=O)(=O)N1CCC(Oc2cccc(C(=O)NCCCC3CCCC3)c2)CC1 | i | -9
CC1Cc2cc(/C(O)=C3\C(=O)C(=O)N(Cc4cccnc4)C3c3ccccc3F)ccc2O1 (configuration not stated) | i | -15
O=C(Nc1ccccc1C(=O)N/N=C/c1ccco1)c1ccccc1Cl | i | -17
CC(=O)Nc1ccc(NC(=O)C(C)OC(=O)C(C)SCC(=O)Nc2ccc(F)cc2)cc1 (configuration not stated) | i | 28
OC(CNC1CCCC1)COc1ccc(Cl)cc1 (configuration not stated) | i | -14
CC12CN(C(=O)c3cccc([N+](=O)[O-])c3)C3(C#N)CC1CCC23C (configuration not stated) | i | ·
CCCC(C)C(=O)Nc1ccc2c(c1)OCCO2 (configuration not stated) | i | -8
CCOc1ncccc1C(=O)OCC(=O)N1CCC(C)CC1 | · | -24
CC(=O)Nc1cccc(NC(=O)CSc2ccc(-c3ccccn3)nn2)c1 | i | -10
Cc1sc(NC(=O)c2cccs2)nc1-c1ccccc1 | i | -36
Cn1c(Cn2cnc3ccccc32)nnc1SCc1ccccc1 | i | -27
Cc1ccc(NC(=O)c2cc(C(C)(C)C)nn2Cc2ccccc2)cc1 | i | -17
O=c1c(Cc2ccc(F)cc2)c(O)ccn1Cc1ccc(F)cc1 | i | -16
Cc1c(OCC(F)(F)F)ccnc1CSc1nc2ccccc2[nH]1 | i | -11
Cc1nc2cc(N)ccc2n1-c1ccccc1 | i | -1
COc1cccc(-c2cc(C(F)(F)F)nc(-n3ccc([N+](=O)[O-])n3)n2)c1 | i | -10
CCc1nc(Nc2ccc(NC(C)=O)cc2)c2oc3ccccc3c2n1 | i | -31
COc1ccc(CNc2nc3ccccc3n2Cc2ccccc2)cc1OC | i | -16
COc1cc(OC)cc(C(=O)NC(C)CNc2ccc(Cl)cc2[N+](=O)[O-])c1 (configuration not stated) | i | -9

Six compounds from above, arranged by the value under OX1R antagonist, lowest first:
compound,OX1R antagonist
CN1CCc2c(sc3c2c(=O)n(-c2ccccc2)c2nnc(SCc4ccc(Cl)cc4)n32)C1,-36
CCc1ccc(CCC(=O)Nc2ccc(Br)cc2)o1,-27
CCOc1ncccc1C(=O)OCC(=O)N1CCC(C)CC1,-24
COc1ccc([N+](=O)[O-])cc1NS(=O)(=O)c1cc(C(=O)O)ccc1OC,-21
CC1Cc2cc(/C(O)=C3\C(=O)C(=O)N(Cc4cccnc4)C3c3ccccc3F)ccc2O1 (configuration not stated),-15
CN(c1ccccc1)S(=O)(=O)c1ccc(NC(=O)c2cccs2)cc1,14

(next part)
SMILES | CHT allo act | OX1R antagonist
Cc1nc2ccccc2c(=O)n1NC(=O)c1ccc(Cl)c(Cl)c1 | i | -8
CC1(C)C=Cc2cc3ccc(=O)oc3cc2O1 | i | -18
CCOC(=O)c1ccc(NC(=O)c2cccc(S(=O)(=O)N3CCN(C(C)=O)CC3)c2)cc1 | i | -16
COC(=O)COc1ccc(S(=O)(=O)N2CCOCC2)cc1 | i | -3
CCN(c1ccccc1)S(=O)(=O)c1ccc2c(c1)C(C)(C)C(=O)N2C | i | -12
CCC(C)(C)C1CCC2(CC1)NC(=O)N(CC(=O)Nc1cc(C(F)(F)F)ccc1N1CCOCC1)C2=O (configuration not stated) | i | -6
COCCOc1ccc(C(F)(F)F)cc1NC(=O)COC(=O)c1cc([N+](=O)[O-])ccc1N1CCOCC1 | i | -12
Cc1ccc(C(=O)NC2CCN(S(=O)(=O)c3ccc(F)cc3)CC2)cc1 | i | -15
CCCCOCCCNC(=O)N[C@@H](CCSC)C(=O)OC | i | -9
CC(Oc1ccccc1)C(=O)Nc1ccc(S(=O)(=O)N2CCCC2)cc1 (configuration not stated) | i | -7
Cc1ccc(NC(=O)c2nc[nH]c2C(=O)N2CCN(c3ccccc3)CC2)cc1 | i | -5
COc1ccc(-n2c(C)cc(C(=O)Cn3c(NCCO)nc4ccccc43)c2C)cc1 | i | -6
CCCn1c(NCc2cc(OC)ccc2OC)nc2ccccc21 | i | -27
CC(=O)Nc1ccc(C2=NNC(=NCC3CCCO3)SC2)cc1 (configuration not stated) | i | 3
CC(C)C(=O)NC(c1ccccc1)c1cc([N+](=O)[O-])c2cccnc2c1O (configuration not stated) | i | -14
CCN(CC)c1nc2c(c(=O)n(C)c(=O)n2C)n1CC(=O)c1ccccc1 | i | -28
CC(C)CCN1C(=O)c2ccc(C(=O)Nc3ccc(Br)cc3C(=O)O)cc2C1=O | i | 3
O=C(COC(=O)c1c(Cl)cccc1Cl)Nc1ccccc1Br | i | -16
O=C(O)c1cc(N2CCOCC2)nc2ccccc12 | i | -1
O=C(CC1C(=O)NCCN1C(=O)c1ccccc1)Nc1cc(Cl)ccc1Cl (configuration not stated) | i | -7
O=C(Nc1ccccc1)c1sc(Cl)nc1-c1ccccc1 | i | -37
Cc1cc(NS(=O)(=O)c2cc(Cl)sc2Cl)no1 | i | 2
Cc1ccccc1OCCn1cc(C(=O)C(=O)N2CCOCC2)c2ccccc21 | i | -10
Cc1cccc(NC(=O)Cn2cnc3c(oc4nc5c(cc43)COC(C)(C)C5)c2=O)c1 | i | -8
CC1CCN(CCOc2ccc(OCc3ccccc3)cc2)CC1 | i | -7

Later entries
SMILES | CHT allo act | OX1R antagonist
Cc1ccc2[nH]c(C)c(/C=N/Nc3nc4ccccc4s3)c2c1 | i | -4
O=C(c1cc(COc2ccc3ncccc3c2)on1)N1CCCC1 | i | 2
CCC(C(=O)NC(C)(C)C)N(Cc1ccccc1Cl)C(=O)c1snc(C(N)=O)c1N (configuration not stated) | i | -34
CCOc1ccc(NC(=O)CCn2c(=O)[nH]c3ccsc3c2=O)cc1 | i | -17
Cc1nn2c(nc1=O)NNC2(C)C(C)(C)C (configuration not stated) | i | -4
COc1ccccc1NC(=O)CSc1nccc(-c2ccco2)n1 | · | -6
COc1ccc(NC(=O)C2CCCC2)cn1 | i | -5
OCCN1CCN(C2Cc3cc(Cl)ccc3Sc3ccc(Cl)cc32)CC1 (configuration not stated) (tested in a mixture with another compound) | i | 6
COC(=O)N/N=C/c1cn(CCOc2ccccc2OC)c2ccccc12 | i | -28
CN1CCN(C(=O)/C(=C\c2cccs2)NC(=O)c2cccs2)CC1 | i | 13
Cc1onc(-c2ccccc2)c1C(=O)N/N=C/c1ccc([N+](=O)[O-])c(O)c1 | i | -27
COc1ccc(C(=S)Nc2ccc(N(C)C)cc2)cc1 | i | -7
Brc1ccc(-n2c(SCc3nc4ccccc4[nH]3)nnc2-c2ccncc2)cc1 | i | -34
Cc1cc(Cl)c2oc(C(=O)N3CCN(C4CCS(=O)(=O)C4)CC3)c(C)c2c1 (configuration not stated) | i | -7
Cc1ccc(NC(=Nc2ccc(Br)cc2)N2CCOCC2)cc1C | i | -20
COC(=O)CCc1c(C)c(C(=O)c2cc(F)c(F)c(F)c2F)c2ccccn12 | i | -34
COc1ccccc1NC(=O)c1ccc2c(c1)nnn2C | i | -22
CC(=O)c1c[nH]c(C(=O)Nc2ccc(N3CCCCCC3)cc2)c1 | · | -30
Cc1ccc(-c2nnn(CC(=O)N(CC(=O)NC3CCCC3)c3cnc4ccccc4c3)n2)o1 | i | -16
COc1cc(NC(=O)Cc2ccccc2)ccc1NC(=O)c1ccco1 | i | -14
CCOCC(=O)Nc1cc(-c2cn3cccnc3n2)ccc1C | i | -11
CC1(C)CCC(=O)N2CC[C@H]3C[C@H](OC(=O)Nc4ccccc4)C[C@@H]1[C@H]32 | i | -25
Cc1ccc(C(=O)OCC(=O)Nc2cc(F)ccc2F)cc1NC(=O)c1ccco1 | i | -20
CCC[C@@H](CN1CCC[C@H]1CN1C(N)=NC[C@H]1C(C)C)N1C[C@@H](Cc2ccccc2)N(CCCC2CCCC2)C1=N | · | -35
Cc1cc(C)nc(NS(=O)(=O)c2ccc(NC(=O)c3ccccc3[N+](=O)[O-])cc2)n1 | i | -16

Entries above marked active in OX1R antagonist:
SMILES,OX1R antagonist
C=CCn1c(C)cc(C(=O)CSc2nc3ccccc3[nH]2)c1C,46*

Next part
SMILES | CHT allo act | OX1R antagonist
Cc1cc(-c2ccc(F)cc2)nc2cc(C(N)=O)nn12 | i | -19
COc1cccc(N2CCN(S(=O)(=O)c3ccc4c(c3)N(C(C)=O)CCO4)CC2)c1 | i | -14
COc1cc(C(=O)Nc2ccc3oc(-c4cccnc4)nc3c2)cc(OC)c1OC | i | -31
COc1ccc(CCC(=O)N/N=C(\C)c2ccc3c(c2)OCO3)cc1 | i | -11
CCCOc1ccc2c3c(c(=O)oc2c1OCCC)CCC3 | i | -11
CCn1c(-c2ccc(F)cc2)n[nH]c1=S | i | -3
O=C(c1cc(Cl)ccc1F)N1CCCC(Nc2ccc3c(c2)OCCO3)C1 (configuration not stated) | i | 0
CC(=O)N1CCC2(CC1)C(C#N)=C(N)Oc1n[nH]c(CSc3ccc(C)cc3)c12 | i | 3
CN(C(=O)COC(=O)c1ccc2c(c1)OCCO2)c1ccccc1 | i | -22
O=C(Nc1ccc2c(c1)OCCO2)C1CCCN1S(=O)(=O)c1ccc(Cl)cc1 (configuration not stated) | i | -18
CC1CN(S(=O)(=O)c2cccc(C(=O)Nc3ccccc3N3CCCCC3)c2)CC(C)O1 (configuration not stated) | i | -55
COc1nccnc1NS(=O)(=O)c1ccc(NC(=S)NC(=O)c2cccc(F)c2)cc1 | i | 9
CCCCC(=O)Nc1cccc(-c2ccc3nncn3n2)c1 | i | -5
CSCCC(NC(=O)C1CCCCC1)c1nc2ccccc2[nH]1 (configuration not stated) | i | -33
O=[N+]([O-])c1cccc(-c2ccc(/C=N/n3c(-c4ccccc4)n[nH]c3=S)o2)c1 | i | -2
COC(=O)c1c(NC(=O)CSc2nnnn2C)sc(C)c1C | i | -23
CCOC(=O)c1ccccc1NC(=O)c1nc2nccc(C)n2n1 | i | -13
CCCSc1cc(=O)n(-c2ccccc2)nc1C(=O)OCC | i | -39
CCOc1ccccc1NC(=O)CSc1nnc(CCC(=O)Nc2ccccc2F)n1C | i | -10
